High-throughput results: PubChem, National Center for Advancing Translational Sciences (NCATS)
AmpC inh detg = blocks E. coli AmpC beta-lactamase in detergent assay; AmpC hydrolysis of nitrocefin, absorbance 480 nm, 0.01% Triton; 0.041% of 370,000 active; Potency, µM (titrated, usually from 114 µM), for inactives: at the highest dose activity change, negative = inhibition, actives largely listed as inhibitors;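 further: potency means the concentration at half of the fitted maximal effect; 0% = no-compound wells and -100% = no-enzyme wells; nearly all actives have a fitted effect of over 25% in size; some results filed as inactive show a strong effect at the top dose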
Target sequence (P00811 whole entry, looked up): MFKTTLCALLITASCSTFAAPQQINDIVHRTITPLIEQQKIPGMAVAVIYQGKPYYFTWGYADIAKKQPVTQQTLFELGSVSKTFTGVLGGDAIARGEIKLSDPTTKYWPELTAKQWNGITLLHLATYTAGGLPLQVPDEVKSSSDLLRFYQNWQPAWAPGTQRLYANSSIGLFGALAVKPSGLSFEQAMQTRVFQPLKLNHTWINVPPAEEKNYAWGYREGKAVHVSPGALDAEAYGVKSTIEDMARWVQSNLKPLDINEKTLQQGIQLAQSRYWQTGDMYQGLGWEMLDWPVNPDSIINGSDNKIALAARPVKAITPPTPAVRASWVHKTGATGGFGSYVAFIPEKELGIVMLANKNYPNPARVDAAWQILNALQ
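20 mM phosphate pH 7.0 + 0.01% (detergent screen) or 0.0001% Triton X-100; 5.3 nM AmpC reagent; cpd preinc 15 min RT; nitrocefin (800 uM stock) to start; A480 q20 s × 4 min; Activity was normalised to no-enzyme and no-compound control wells.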
AmpC inh no detg = AmpC beta-lactamase inhibition without detergent; AmpC nitrocefin hydrolysis, absorbance 480 nm, 0.0001% Triton; Potency, µM (series often up to 57.1 µM), for inactives: at the highest dose activity change, negative = inhibition, actives largely listed as inhibitors; AID 485341; 0.52% of 330,000 active;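 further: potency means the concentration at half of the fitted maximal effect; plate controls were no compound for no effect and no enzyme for full effect; nearly all actives have a fitted effect of over 20% in size; some results filed as inactive show a strong effect at the top dose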
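20 mM phosphate pH 7.0 + 0.01% (detergent screen) or 0.0001% Triton X-100; 5.3 nM AmpC reagent; cpd preinc 15 min RT; nitrocefin (800 uM stock) to start; A480 q20 s × 4 min; Activity was normalised to no-enzyme and no-compound control wells.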
HCMV antiviral = inhibitors of human cytomegalovirus; HFF cells, HCMV-luciferase reporter, 72 h; stronger effect = lower value; activity change, negative = inhibition, % at 57.5 µM; 4.5% of 410,000 active; AID 1259415; in the data active means activity change below about -60%; inconclusive means no clear call, values can overlap the other calls; inactive means above about -39%; further: on the % scale 0 is the no-effect control and ±100 the full control effect
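Inhibition of viral replication was scored as loss of reporter luminescence in HFFs infected with HCMV-luciferase (MOI 1 PFU/cell) for 72 h; compounds tested at 2 doses, normalized to buffer and Salinomycin controls.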
Cycloheximide cs = counter-screen for Shiga toxin inhibitors: cycloheximide protein synthesis inhibition | 12% of 300,000 active | cell reporter, cycloheximide protein synthesis inhibition counterscreen | max response, % | AID 2314; in the data active means max response mostly above about 13%, no sharp cut-off; inactive means mostly below about 14%; further: read at 38.3 µM for the half of the compounds with a filed dose; 0% is about no effect
FBPA Giardia inh = Giardia lamblia aldolase inhibition | Potency, µM (top dose mostly 59.6 µM), without a hit: at the top dose activity, negative = inhibition, actives largely listed as inhibitors | A8B2U2 | 0.71% of 290,000 active | purified Giardia FBPA; further: potency means the concentration at half of the fitted maximal effect; on the % scale 0 is the no-effect control and ±100 the full control effect; nearly all actives have a fitted effect of over 55% in size
Target sequence (A8B2U2 whole entry, looked up): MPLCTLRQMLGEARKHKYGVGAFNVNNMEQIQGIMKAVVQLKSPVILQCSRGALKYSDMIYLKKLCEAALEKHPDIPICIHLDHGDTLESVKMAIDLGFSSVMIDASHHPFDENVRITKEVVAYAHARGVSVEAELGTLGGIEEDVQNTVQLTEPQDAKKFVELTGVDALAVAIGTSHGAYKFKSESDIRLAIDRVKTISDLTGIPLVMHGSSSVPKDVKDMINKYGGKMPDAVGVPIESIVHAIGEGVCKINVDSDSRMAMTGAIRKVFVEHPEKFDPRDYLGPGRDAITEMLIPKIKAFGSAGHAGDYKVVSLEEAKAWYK
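40 nM FBPA preincubated 10 min at RT with compound (up to 57.5 uM final), then substrate plus GAPDH/TPI/NAD/arsenate coupling and diaphorase/resazurin added. Fluorescence read after 20 min at RT, 525/598 nm.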
AMA1 RON2 block = AMA1-RON2 (P. falciparum) interaction inhibition | Potency, µM (titrated, usually from 58.2 µM), without a hit: at the highest dose activity change, negative = inhibition, hits mostly inhibitors | AlphaScreen AMA1-biotinylated RON2 peptide binding | AID 720542 | 0.2% of 360,000 active;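 further: potency means the concentration at half of the fitted maximal effect; 0% = vehicle wells and -100% = peptide control; nearly all actives have a fitted effect of over 45% in size; some results filed as inactive show a strong effect at the top dose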
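AMA1 (3D7) with his tag at 25 nM final met compounds first, then biotinylated RON2 peptide at 25 nM; detection used donor plus acceptor beads, 10 µg/mL apiece, read by AlphaScreen after 30 min at room temperature.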
Shiga inhibitor = Shiga toxin inhibition; Vero cells, Shiga toxin protein synthesis inhibition reporter; inhibition, % at 38.7 µM; 9.2% of 290,000 active; in the data active means inhibition mostly above about 28%, no sharp cut-off; inactive means mostly below about 43%; further: 0% is about no effect
* marks the source's active call; other numbers are inactive results; ? = inconclusive; / = no result given; & = joins results of further samples; [ ] = remark or other dose. Unless noted, the call rests on the fitted dose curve; in most records, active means well fitted curve in the direction sought with a large enough effect; inconclusive means small, poorly fitted or top-dose-only effect, or another doubt; inactive means no such curve, though single readings can be large; an effect the other way counts as inactive or inconclusive. Rows were taken by chance; 16% or so of the library scored in one or more.

SMILES	AmpC inh detg	AmpC inh no detg	HCMV antiviral	Cycloheximide cs	FBPA Giardia inh	AMA1 RON2 block	Shiga inhibitor
O=C(c1ccco1)N1CCN(c2nc(C3CC3)nc3sc4c(c23)CCCC4)CC1	-12%	42%	/	-4	6%	?	66
COc1ccccc1/C=C1/SC(=O)N(CCC(=O)Nc2ccc(S(=O)(=O)Nc3nccs3)cc2)C1=O	-6%	-32%	4	-2	19%	-11%	-12
O=C(Cn1cnc2c(nnn2Cc2ccccc2)c1=O)c1ccccc1	?	-7%	15	8	7%	3%	17
CCOC(CCNC(=O)c1cn(C)c(=O)c2c1c1ccccc1n2C)OCC	0%	3%	2	-5	-4%	-1%	-7
Cc1cc(/C=C2\NC(=O)N(Cc3ccc(Cl)cc3)C2=O)c(C)n1C	-1%	-20%	-30	-1	0%	-3%	-2
O=C(NCCN1CCCC1)c1ccc(Cl)cc1	4%	-8%	?	-2	-11%	-2%	-8
CN(C)CCNC(=O)c1cc2c(=O)n(C)c3ccccc3c2n1C	-6%	106%[activator]	67	-7	-5%	-18%	15
O=C(NN=C1CCCC1)c1[nH]c2ccc(Br)cc2c1-c1ccccc1	-7%	-30%	-91*	-2	0%	55%[activator]	-2
Cc1cc(/C=N/NC(=O)c2ccncc2)c(C)n1-c1ccccc1	?	-14%	-25	26*	-17%	63%[activator]	23*
COc1ccc(CC(=O)N2N=C(C)CC2(O)C(F)(F)F)cc1 (stereo unspecified)	-16%	-20%	?	15	-1%	49%[activator]	-10
COc1ccc(CCNC(=O)C2CCN(C(=O)c3ccc(OC)c(OC)c3)CC2)cc1	-2%	12%	38	-2	-5%	0%	-2
O=C(NCc1ccccc1)c1cc2ccccc2o1	0%&5%	-17%	37&-21	22*	0%	15%	66
OCC#CCSc1nnc(-c2ccc(Br)cc2)o1	?	-5%	-13	33*	-11%	5%	22
CC(=O)c1c(C)n(C2CCCCC2)c2ccc(O)cc12	5%	-17%	-66*	-8	2%	-13%	11
O=C(COC(=O)c1cc(S(=O)(=O)N2CCOCC2)ccc1Cl)NCc1ccc2c(c1)OCO2	-14%	-10%	0	/	/	-5%	/
O=C(Nc1ccc(Cl)cc1C(F)(F)F)C(Sc1cccc[n+]1[O-])c1ccccc1 (stereo unspecified)	2%	70%[activator]	33	9	-13%	-3%	-15
CC[C@]12CC[C@H](O)CC1=CCC1C2CC[C@]2(C)C(=O)CCC12 (stereo partly specified)	/	-1%	-15	/	/	-9%	/
COc1ccc(-c2noc(=O)n2Cc2ccc(F)cc2Cl)cc1	-2%	-26%	-15	11	8%	5%	-9
O=C(O)CSc1cc(NS(=O)(=O)c2ccc(Br)cc2)c2ccccc2c1O	-12%	-38%	-32	9	7.1µM*	-21%	29
COc1cccc(OCC(=O)NNC(=O)c2ccc3ccccc3c2)c1	-15%	-20%	76	-2	/	44%[activator]	40
C=CCn1c(O)c(N=NC(=O)OCC)c2ccccc21	?	-31%	-64*	2	5%	-4%[2.32 µM]	-5
COc1ccccc1NC(=O)Cc1noc(CSc2nnc(N)s2)n1	5%	-29%	9	6	5%	8%	8
Cn1c(=O)c(=O)n(C)c2cc(S(=O)(=O)NCc3ccc(Cl)cc3)ccc21	9%	-5%	-36	4	4%	1%	7
CCOC(=O)C1CCCN(C(=O)c2sc3nc(C)nc(N(CC)CC)c3c2C)C1 (stereo unspecified)	?	128%[activator]	3	-2	5%	-6%	-3

Taken from above.
Under AmpC inh no detg, OCC#CCSc1nnc(-c2ccc(Br)cc2)o1 reads -5%
Under HCMV antiviral, CC[C@]12CC[C@H](O)CC1=CCC1C2CC[C@]2(C)C(=O)CCC12 (stereo partly specified) reads -15

Other records follow:
SMILES	AmpC inh detg	AmpC inh no detg	HCMV antiviral	Cycloheximide cs	FBPA Giardia inh	AMA1 RON2 block	Shiga inhibitor
CC1CCN(S(=O)(=O)c2ccc(S(=O)(=O)N3CCC4(CC3)OCCO4)cc2)CC1	3%	-6%	11	5	0%	?	-4
CC(CN1C(C)CCCC1C)OC(=O)c1cccc(Br)c1 (stereo unspecified)	-11%	-11%	-15	-2	-8%	-7%	-13
O=C(Cn1nc(-c2ccccc2)c2ccccc2c1=O)NN1CCOCC1	2%	-3%	-5	-3	1%	2%	-6
CN(c1ccccc1)S(=O)(=O)c1cc(C(=O)NCCCn2ccnc2)ccc1Cl	0%	12%	-14	/	/	0%	/
Cc1ccc(CNC(=O)CCNC(=O)Cn2ccc3ccccc3c2=O)o1	?	-3%	-3	-2	3%	11%	-17
Nc1nc2c(s1)C(=O)CC(c1ccccc1)C2 (stereo unspecified)	-13%	-9%	-10	-3	0%	-2%	18
CCOC(=O)Cn1nc(Cc2ccccc2)c2ccccc2c1=O	-7%	4%	9	-3	4%	-12%	19
CC1CCN(C(=O)CSc2nc(C3CC3)nc3ccccc23)CC1	1%	13%	?	-1	-8%	-1%	-3
Cc1nnc(Sc2c(N)n(C)c(=O)[nH]c2=O)s1	2%	-13%	24	1	-1%	-2%	-17
CN1CCCC1CCOC(C)(c1ccccc1)c1ccc(Cl)cc1 (stereo unspecified)	/	/	-33	/	-2%	0%	/
CC(C)(C)Nc1nc(Cl)nc(NC2CCCCC2)n1	6%	-15%	57	6	6%	1%	2
COc1cc(/C=C/C(=O)NCc2nc3ccccc3[nH]2)cc(OC)c1OC	2%	-31%	82	9	0%	11%	-4
COC(=O)c1cc(OC)c(OC)cc1NC(=O)C(C)Sc1ccc(C)cc1 (stereo unspecified)	-2%	161%[activator]	18	7	19%	16%	-1
Nc1nnc(CSCc2cccc(Br)c2)s1	2%	-26%	-7	-1	-8%	40%[activator]	36
CCCCN(CCCC)CCCNC(=O)CN1C(=O)COc2ccc(S(=O)(=O)N3CCC(C)CC3)cc21	?	69%[activator]	-23	-3	1%	6%	-6
O=C(NNC(=S)NC(=O)C12CC3CC(CC(C3)C1)C2)c1ccncc1	1%	-27%	?	1	-18%	27%	-6
COc1ccc(N2C(=O)CC(N3CCC(n4c(=O)[nH]c5ccccc54)CC3)C2=O)cc1 (stereo unspecified)	-4%	33%	8	-4	1%	-4%	-22
CCCc1cc(=O)oc2cc(OCC(=O)N3C[C@H]4C[C@@H](C3)c3cccc(=O)n3C4)c(Cl)cc12	-5%	-2%	-4	-2	7%	7%	1
CC(=O)Nc1cccc(NS(=O)(=O)c2cc3c4c(c2)CCN4C(=O)CC3)c1	-7%	-15%	1	/	/	6%	/
COc1ccc2cnnc(SCC(=O)Nc3ccc(C(C)=O)cc3)c2c1OC	-7%	-17%	9	0	5%	11%	-17
Cn1c(=O)c2c(SCc3ccccc3)nc(-c3ccco3)nc2n(C)c1=O	-14%	0%	/	1	0%	/	-3
CC(C)CN(C(=O)CN1C(=O)C2CCCCC2C1=O)c1c(N)n(Cc2ccccc2)c(=O)[nH]c1=O (stereo unspecified)	7%	-11%	-16	-2	/	10%	-12
COc1ccc(-c2cc(C(=O)NCC3CCCO3)on2)cc1OC (stereo unspecified)	?	-5%	6	3	7%	-5%	-5
Cc1nc(C)c(C(=O)OCC(=O)N(C)c2ccccc2)s1	1%	-1%	-5	/	/	-5%	/

14 of these compounds, set out differently.
Below each SMILES – AmpC inh detg, AmpC inh no detg, HCMV antiviral, Cycloheximide cs, FBPA Giardia inh, AMA1 RON2 block, Shiga inhibitor
- Cc1ccc(CNC(=O)CCNC(=O)Cn2ccc3ccccc3c2=O)o1
→ ?, -3%, -3, -2, 3%, 11%, -17
- Nc1nc2c(s1)C(=O)CC(c1ccccc1)C2 (stereo unspecified)
→ -13%, -9%, -10, -3, 0%, -2%, 18
- CCOC(=O)Cn1nc(Cc2ccccc2)c2ccccc2c1=O
→ -7%, 4%, 9, -3, 4%, -12%, 19
- CC1CCN(C(=O)CSc2nc(C3CC3)nc3ccccc23)CC1
→ 1%, 13%, ?, -1, -8%, -1%, -3
- Cc1nnc(Sc2c(N)n(C)c(=O)[nH]c2=O)s1
→ 2%, -13%, 24, 1, -1%, -2%, -17
- CN1CCCC1CCOC(C)(c1ccccc1)c1ccc(Cl)cc1 (stereo unspecified)
→ /, /, -33, /, -2%, 0%, /
- CC(C)(C)Nc1nc(Cl)nc(NC2CCCCC2)n1
→ 6%, -15%, 57, 6, 6%, 1%, 2
- COc1cc(/C=C/C(=O)NCc2nc3ccccc3[nH]2)cc(OC)c1OC
→ 2%, -31%, 82, 9, 0%, 11%, -4
- COC(=O)c1cc(OC)c(OC)cc1NC(=O)C(C)Sc1ccc(C)cc1 (stereo unspecified)
→ -2%, 161%[activator], 18, 7, 19%, 16%, -1
- Nc1nnc(CSCc2cccc(Br)c2)s1
→ 2%, -26%, -7, -1, -8%, 40%[activator], 36
- CCCCN(CCCC)CCCNC(=O)CN1C(=O)COc2ccc(S(=O)(=O)N3CCC(C)CC3)cc21
→ ?, 69%[activator], -23, -3, 1%, 6%, -6
- O=C(NNC(=S)NC(=O)C12CC3CC(CC(C3)C1)C2)c1ccncc1
→ 1%, -27%, ?, 1, -18%, 27%, -6
- COc1ccc(N2C(=O)CC(N3CCC(n4c(=O)[nH]c5ccccc54)CC3)C2=O)cc1 (stereo unspecified)
→ -4%, 33%, 8, -4, 1%, -4%, -22
- CCCc1cc(=O)oc2cc(OCC(=O)N3C[C@H]4C[C@@H](C3)c3cccc(=O)n3C4)c(Cl)cc12
→ -5%, -2%, -4, -2, 7%, 7%, 1

(listing goes on)
SMILES	AmpC inh detg	AmpC inh no detg	HCMV antiviral	Cycloheximide cs	FBPA Giardia inh	AMA1 RON2 block	Shiga inhibitor
COc1ccc(N=Cc2nc(-c3ccccc3)oc2OC(=O)c2ccccc2)cc1	?	-21%	1	59*	-4%	18%	67*
Cc1[nH]n(-c2cccc3ccccc23)c(=O)c1/C=N/c1sc2c(c1C#N)CCC2	2%	-25%	-2	-1	0%	-2%	-12
O=S1(=O)c2ccc(Br)cc2N2CCC[C@@H]2CN1Cc1ccccc1	/	-31%	-30	/	/	-5%	/
CCCCn1c(N)c(N(CC)C(=O)c2ccc(C)cc2)c(=O)[nH]c1=O	-10%	-1%	8	-4	2%	-8%	-2
O=C(C1CCCC1)N1CCN(S(=O)(=O)c2ccc(F)cc2)CC1	-9%	2%	161	7	18%	34%[activator]	-5
Cc1cc(C)c(COc2ccc(/C=N/n3c(C)n[nH]c3=S)cc2)c(C)c1	-15%	-23%	20	9	1%	11%	30*
COc1ccc(C(=O)Nc2ccc(Cl)cc2F)cc1S(=O)(=O)N1CCCC1	2%	-18%	?	/	/	-6%	/
